Screening data: PubChem BioAssay, several laboratories
Lipid droplet = modulators of hepatic lipid droplet formation; AML12 mouse hepatocytes, oleate lipid droplets, BODIPY imaging; inhibition, % at 6.5 µM; 0.4% of 240,000 active; AID 1656;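 active means lipid droplet intensity inhibited by at least 50%, with more than 500 cells counted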
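Assay system: AML12 mouse liver cells | Compound dosing: One dose, 6.5 µM compound | Read-out basis: Droplet intensity reduction, % inhibition | Measured by: Fluorescence imaging, 20x objective, two fields per well | Schedule: Overnight treatment with compound plus oleate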
SIAH1 antagonists = blockers of Siah-1 interaction with plectin peptide – biochemical, fluorescence polarization, rhodamine-plectin, uHTS, primary screen (AID 1817); 0.02% of 290,000 active; displacement, % at 20 µM, or IC50 in µM where a hit was titrated; Siah-1 / rhodamine-plectin peptide fluorescence polarization; higher % means a stronger effect;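 active means displacement of at least 50% at 20 µM, with a fluorescence ratio check between 0.3 and a set limit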;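 further: plate controls were Siah plus tracer with DMSO for no effect and tracer alone without Siah for full effect; strong numbers were not always called active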
UTI89 phage lysis = protection from phage-mediated lysis, alamar blue read-out – E. coli UTI89, K1F phage, bacterial capsule biogenesis inhibitors (AID 488966); inhibition, % at 100 µM, or IC50 in µM where a hit was titrated; 0.02% of 340,000 active; E. coli UTI89 K1F phage lysis, alamar blue, 2 h; higher % means a stronger effect;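 active means phage lysis inhibition, versus mean bacterial control, above a set limit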;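 further: capsule biogenesis inhibitors block K1F phage lysis so surviving cells raise fluorescence; higher fluorescence means more inhibition of phage lysis; actives were called in the ten point dose series up to 300 µM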
Lipid droplet cells 6.5 µM = recorded beside Lipid droplet, whose call it bears; cell count; measured here: cell count, cytotoxicity flag;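 cells counted across two imaged fields per well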
An asterisk follows results filed as active; [ ] = dose if it differs, or a comment.

SMILES	Lipid droplet	Lipid droplet cells 6.5 µM	SIAH1 antagonists	UTI89 phage lysis
C/C(CC(=O)Nc1ccc(Br)cc1)=N\NC(=O)c1cccc(O)c1	-2	788	-4%	-1.1%
Cc1cc(OC(C)C(=O)NCC(O)c2ccccc2)c2c(C)c(C)c(=O)oc2c1 (stereo not given)	-6	724	-2%	-0.3%
CCOc1ccccc1NC(=O)Cn1nnc(C(=O)NCc2cccs2)c1N	-249	350	-3%	0.5%
O=C(NCCN1CCOCC1)c1cc(Br)ccc1Cl	10	815	1%	0.2%
Cc1nn(C)c(C)c1CCC(=O)NC1CC(C)(C)Cc2c1cnn2-c1ccccc1 (stereo not given)	-6	677	6%	0.3%[50 µM]
CC1CCCN(S(=O)(=O)c2ccc(C(=O)Nc3sc4c(c3C(N)=O)CCN(C)C4)cc2)C1 (stereo not given)	12	848	-4%	0.0%[50 µM]
Cc1ccc(NC(=O)c2ccc(COc3ccccc3)o2)nc1	-15	803	-2%	-0.2%[50 µM]
COC1CCN(Cc2c(C(=O)N3CCN(C4CCCCC4)CC3)nc3ccccn23)CC1	-2	668	-5%	-0.2%
CC(C)(CC(=O)OCC(=O)Nc1ccccc1F)CC1=NS(=O)(=O)c2ccccc2N1	-40	764	-4%	0.1%
Cc1cc2ccccn2c1C(=O)c1ccccc1Br	-11	814	9%	-0.2%
O=C(CCc1ccccc1Cl)NC1CCCN(c2ccc(C(F)(F)F)cn2)C1 (stereo not given)	-21	725	-2%	0.1%
CC(C)NC(=O)N1CCN(c2ccncc2S(=O)(=O)N2CCCCC2)CC1	5	688	-1%	0.0%
O=C(NNC(=O)c1ccc(O)cc1O)c1ccc(-c2ccccc2)cc1	8	849	-2%	-2.4%
Cc1ccc(C(=O)NCCC(=O)NCc2ccco2)cc1	1	865	-3%	0.1%
CSc1ncc(C(=O)Nc2ccccc2)cn1	4	760	2%	0.5%
O=C(c1ccc([N+](=O)[O-])s1)N1CCN(c2ccccn2)CC1	1	805	-1%	-0.2%
CCN(CC)S(=O)(=O)c1ccc(C(=O)NCCOC(=O)c2ccc(F)cc2F)cc1	-33	831	1%	0.0%
O=C(Nc1ccnn1C1CCN(CC2CC=CCC2)CC1)c1ccccc1 (stereo not given)	-11	628	6%	0.1%
CC(=O)c1cccc(NC(=S)N2CCN(S(=O)(=O)c3ccccc3)CC2)c1	7	853	-1%	-0.5%[50 µM]
CC(C)C(=O)Nc1ccc2c(c1)nc(CCN1CCN(c3ccccn3)CC1)n2C	0	798	-1%	2.6%[50 µM]

A second format for part of the listing above.
smiles | Lipid droplet | Lipid droplet cells 6.5 µM | SIAH1 antagonists | UTI89 phage lysis
CC1CCCN(S(=O)(=O)c2ccc(C(=O)Nc3sc4c(c3C(N)=O)CCN(C)C4)cc2)C1 (stereo not given) | 12 | 848 | -4% | 0.0%[50 µM]
Cc1ccc(NC(=O)c2ccc(COc3ccccc3)o2)nc1 | -15 | 803 | -2% | -0.2%[50 µM]
COC1CCN(Cc2c(C(=O)N3CCN(C4CCCCC4)CC3)nc3ccccn23)CC1 | -2 | 668 | -5% | -0.2%
CC(C)(CC(=O)OCC(=O)Nc1ccccc1F)CC1=NS(=O)(=O)c2ccccc2N1 | -40 | 764 | -4% | 0.1%
Cc1cc2ccccn2c1C(=O)c1ccccc1Br | -11 | 814 | 9% | -0.2%

Continuation:
SMILES	Lipid droplet	Lipid droplet cells 6.5 µM	SIAH1 antagonists	UTI89 phage lysis
COc1ccc(CNS(=O)(=O)c2ccc(Br)s2)cc1	18	809	9%	0.0%
O=C(NCC1CCCN(Cc2nccs2)C1)c1cccc2ccccc12 (stereo not given)	8	686	-4%	0.2%[50 µM]
COc1cccc(NC(=O)[C@@H]2CCCN2C(=O)[C@@H]2Cc3ccccc3CN2C(=O)OC(C)(C)C)c1	13	659	3%	0.1%
Cc1cccc(-c2nnc(SCC(=O)N3CCCC3)o2)c1	-22	799	-2%	0.3%
COc1ccccc1C(=O)Nc1ccnn1C1CCN(Cc2cc(C)c(C)cc2C)CC1	-5	663	10%	1.3%[50 µM]
CCCN1CCN(CCCNC(=O)C(CC)n2nc(C)c3sc4ccccc4c3c2=O)CC1 (stereo not given)	7	645	1%	0.3%
Cc1ccc(-n2nc3c(=O)n(CC(=O)NCc4ccccn4)nc(C)c3c2C)cc1	0	632	2%	-0.2%
CSCCC(NS(=O)(=O)c1cccc(C(F)(F)F)c1)C(=O)N(C)Cc1ccc2c(c1)OCCO2 (stereo not given)	2	828	5%	-0.1%
Cc1c(Cl)cccc1NC(=O)Nn1cnnc1	4	844	-5%	0.3%
CC(C)c1ccccc1OCC(O)CN1CCN(S(=O)(=O)c2ccc([N+](=O)[O-])cc2)CC1 (stereo not given)	-22	819	4%	0.4%
CC1(C)Cc2c(sc(NC(=O)COc3ccc(Cl)cc3Cl)c2C(N)=O)C(C)(C)N1	12	638	-5%	1.2%
CCNc1c(NC(=O)COc2ccc(Cl)cc2)c(=O)oc2ccccc12	2	767	1%	2.1%
O=C(NC1CCN(C(=O)NC2CCCCC2)CC1)c1cccc(F)c1	8	834	-3%	0.3%
NC(=O)CN(c1ccc(Oc2ccccc2)cc1)S(=O)(=O)c1ccccc1	14	707	-2%	-0.3%[50 µM]
O=C(CSc1nnc(-c2cccnc2)o1)Nc1ccc(Br)cc1	-30	806	-1%	-0.1%
CC(C)n1cc(CNC(=O)C2CCC(=O)N(Cc3ccccc3F)C2)cn1 (stereo not given)	30	674	11%	0.3%
N#C/C(=C\c1ccc(O)cc1)C(=O)NCc1ccccc1	33	695	3%	0.4%
CC(O)Cn1c(N2CCCC2)nc2c1c(=O)[nH]c(=O)n2C (stereo not given)	16	820	3%	0.1%
CC(C)N(C(=O)c1nn(C)c2c1CSc1ccccc1-2)C1CCCCC1	-6	682	2%	1.4%
COc1cc(NC(=O)CN2CCN(C(=O)C3CCCO3)CC2)c(OC)cc1Cl (stereo not given)	-6	731	-6%	-0.1%

Grouped by structure: the compounds so far with a nitro group on carbon.
SMILES	Lipid droplet	Lipid droplet cells 6.5 µM	SIAH1 antagonists	UTI89 phage lysis
O=C(c1ccc([N+](=O)[O-])s1)N1CCN(c2ccccn2)CC1	1	805	-1%	-0.2%
CC(C)c1ccccc1OCC(O)CN1CCN(S(=O)(=O)c2ccc([N+](=O)[O-])cc2)CC1 (stereo not given)	-22	819	4%	0.4%

(cont.)
SMILES	Lipid droplet	Lipid droplet cells 6.5 µM	SIAH1 antagonists	UTI89 phage lysis
CC1CC(=O)N(c2ccc(C(C)C)cc2)C(=O)C1	2	816	-2%	-1.5%
O=C(Nc1ccnn1C1CCN(C(=O)c2c(F)cccc2F)CC1)C1CC1	0	812	2%	0.9%[50 µM]
CCN(Cc1nc(-c2ccccc2)no1)C(=O)COc1cccc(OC)c1	-5	679	2%	-0.1%
CCOc1cc(/C=N/NC(=O)c2ccncc2)ccc1OC(=O)c1ccccc1	8	814	2%	0.2%
COc1cccc(CNC(=O)c2ccc(C)c(NC3=NC4CS(=O)(=O)CC4S3)c2)c1 (stereo not given)	-3	784	1%	-1.3%
COc1cc(-c2c(-c3ccc4c(c3)OCO4)noc2-c2ccsc2)ccc1F	-2	800	-3%	0.7%
COc1ccc(CCn2c(=N)c(C(=O)NCC3CCCO3)cc3c(=O)n4ccccc4nc32)cc1OC (stereo not given)	-40	637	-1%	0.2%
Cc1ccc(OCc2ccc(-c3ccccc3)cc2)c([N+](=O)[O-])n1	-5	825	-1%	-0.9%
Cc1ccccc1OCC(=O)Nc1ccc(C(=O)Nc2ccccc2C(=O)O)cc1	-16	680	-1%	0.6%[50 µM]
O=C(NC1CCCC1)c1cc(-c2ccccc2O)on1	-14	759	-1%	1.1%
O=C(NC1CCN(C(=O)Nc2ccc(F)cc2)CC1)c1ccc(F)cc1	-12	733	-3%	0.2%
Cc1cc(C)cc(N(CC(=O)NC2CCCCC2)C(=O)c2csnn2)c1	0	829	-2%	-0.2%
COCCc1nc2ccc(C(=O)NCc3cccc(-n4cccn4)c3)cc2o1	5	727	4%	-0.2%
Cc1cccn2c(=O)c3cc(C(=O)N4CCCCC4)sc3nc12	12	778	-3%	1.0%
CCn1c(=O)c(C(=O)NCc2ccccc2Cl)c(O)c2ccccc21	-7	786	3%	0.0%
COc1ccc(Cl)cc1NC(=O)COC(=O)CCc1cc(OC)c(OC)c(OC)c1	6	759	12%	0.3%
CCOc1ccc(CN(C)CC(O)COC(c2ccc(OC)cc2)c2ccc(OC)cc2)cc1 (stereo not given)	-12	799	-2%	-0.7%
CC1(C)CC(=O)C=C(Nc2ccc(Br)cc2F)C1	6	793	0%	0.2%
CSc1ccc(NC(=O)N2CCC(C(=O)c3ccc(F)cc3)CC2)cc1	71*	739*	-1%	-0.1%
CN(Cc1cccc(F)c1)C(=O)c1cccc(S(=O)(=O)N2CCN(Cc3ccccc3)CC2)c1	-4	833	4%	-0.1%

Full records as entered above. Screens in order: Lipid droplet | Lipid droplet cells 6.5 µM | SIAH1 antagonists | UTI89 phage lysis
CC(C)n1cc(CNC(=O)C2CCC(=O)N(Cc3ccccc3F)C2)cn1 (stereo not given) as listed: 30 | 674 | 11% | 0.3%
CC(C)C(=O)Nc1ccc2c(c1)nc(CCN1CCN(c3ccccn3)CC1)n2C as listed: 0 | 798 | -1% | 2.6%[50 µM]
CC1CC(=O)N(c2ccc(C(C)C)cc2)C(=O)C1 as listed: 2 | 816 | -2% | -1.5%
COc1cccc(CNC(=O)c2ccc(C)c(NC3=NC4CS(=O)(=O)CC4S3)c2)c1 (stereo not given) as listed: -3 | 784 | 1% | -1.3%

Going on with the list:
SMILES	Lipid droplet	Lipid droplet cells 6.5 µM	SIAH1 antagonists	UTI89 phage lysis
O=C(Oc1ccc(/C=N/NC(=O)c2ccccn2)cc1)c1ccc(Br)cc1	1	712	-2%	0.0%[50 µM]
O=C(O)CSc1nnc(-c2ccc(Cl)cc2Cl)n1-c1ccc(Br)cc1	6	859	-6%	-0.4%
O=C(NNS(=O)(=O)c1ccc([N+](=O)[O-])cc1)c1ccncc1	13	800	11%	-0.1%
COc1cc2c(cc1OC)CN(C(=O)C1CCCN1S(=O)(=O)c1ccc(F)cc1)CC2 (stereo not given)	-20	833	-3%	-0.1%
CCn1cc(CN2CCCC(CO)(Cc3ccc(F)cc3)C2)c2ccccc21 (stereo not given)	-15	734	9%	1.3%
Cc1ccc(N(C(=O)CNC(=O)c2ccco2)C(C(=O)NC2CCCC2)c2ccncc2)cc1F (stereo not given)	-13	829	2%	0.3%
Cc1ccc(S(=O)(=O)N(C)CCCC(=O)N2CCCCC2)cc1	-8	791	4%	0.0%
COc1ccc(N2C(=O)CSC2c2ccccc2F)c(OC)c1 (stereo not given)	4	784	0%	-0.1%
O=C(c1cc2cc(Br)cc(Br)c2oc1=O)N1CCOCC1	3	799	3%	1.7%
COc1cccc(NC(=O)c2ccc3c(c2)CCN3S(C)(=O)=O)c1	16	774	1%	0.0%
CN(C(=O)CN1C(=O)/C(=C/c2ccccc2F)SC1=S)C1CCS(=O)(=O)C1 (stereo not given)	0	815	-3%	0.1%
CCCn1c(N)c(N(CCOC)C(=O)c2cccc(C(F)(F)F)c2)c(=O)[nH]c1=O	-10	815	-3%	0.3%
C[C@H](NS(=O)(=O)c1ccc(Cl)cc1)C(=O)OCC(=O)c1ccc[nH]1	6	707	1%	-1.0%[50 µM]
COc1cc2cc(C(=O)N/N=C/c3cccc(OC)c3OC)[nH]c2cc1OC	-8	821	-3%	0.6%[50 µM]
Cc1ccccc1C(=O)N1CCN(CCNC(=O)C(=O)Nc2ccc(Br)cc2)CC1	-23	791	2%	-0.1%
S=C(Nc1ccccc1)N1CCC(Cc2ccccc2)CC1	-8	765	0%	0.0%
CC(C)C[C@@H](CO)N1CCN(Cc2cccc(C#N)c2)CCC1=O	-6	806	3%	0.7%
CC(=O)NC(Cc1cccc(F)c1)C(=O)NC1CCN(C(=O)Nc2ccc(C)cc2)CC1 (stereo not given)	-2	812	3%	0.2%
O=C1CNC(=S)N1C1CCCCCC1	9	771	5%	7.0%
Cc1c(NC(=O)Nc2cccc(C(F)(F)F)c2)c(=O)n(-c2ccccc2)n1C	-14	684	-6%	0.1%
COc1cccc(CNCc2cc(OC)cc(OC)c2)c1	-3	773	1%	0.4%
COc1cccc(OCC(O)CNC(=O)c2oc3c(C)c(C)ccc3c2C)c1 (stereo not given)	0	871	-4%	-1.6%
Cc1cccc(-n2c(SCC(=O)N3CCC(C(=O)O)CC3)nc3ccccc3c2=O)c1C	7	766	-4%	0.2%
COc1ccc(/C=C2\SC(N3CCCCC3)=NC2=O)cc1	12	670	-7%	0.0%
Cc1ccc(OCC(=O)Nc2ccc3c(c2)C(=O)NC3=O)cc1	9	693	11%	0.1%[50 µM]
Nc1nc2c(-c3ccc(Br)cc3)nnn2c2ccccc12	2	822	0%	-0.4%
Cc1nnc2sc(-c3cccc(F)c3)nn2c1=O	2	650	2%	-0.1%
COc1ccc(C)cc1S(=O)(=O)Nc1cccc(-c2cn3cccnc3n2)c1	-1	692	1%	-0.3%
CCCn1c(N)c(N(CCOC)C(=O)c2cccc(Cl)c2)c(=O)[nH]c1=O	-7	755	2%	0.2%

A portion of the library; count on the stated rates, not on these rows.
